# IDE inh = inhibits human insulin-degrading enzyme in HEK cells. P14735. FAbetaB cleavage, fluorescence polarization. inhibition, % at 5.59 µM. hit rate 0.41% among 320,000. AID 434962;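 active means percent inhibition above the average of all tested compounds plus 3 SD, set per screening campaign, cut at about 16% in these data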;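 further: IDE supplied by intact live HEK cells; FP after avidin binding of uncleaved biotin substrate so inhibition keeps polarization high; 0% = DMSO wells and 100% = 60 µM reference IDE inhibitor Ii1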
# IDE cell activ = boosts human insulin-degrading enzyme activity in HEK cells; FAbeta-B cleavage, fluorescence polarization; 0% vehicle, 100% cell-free pure enzyme wells; hit rate 0.073% among 340,000; P14735; activation, % at 5.96 µM;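 active means activation above the mean of all tested compounds plus 3 SD, set per screening campaign, cut at about 17% in these data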
# MEKK3 PB1 HTS = MEKK3-MEK5 PB1 interaction, increase or decrease | Q99759 | bead-based flow cytometry, Alexa488-MEK5 binding to MEKK3; actives lie on both sides; 0 = blocked by unlabeled MEK5, 100 = vehicle | binding response (% of control), % at 10 µM | hit rate 1.4% among 290,000;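 active means binding response more than 3 SD above or below the average of its plate-row segment, actives on both sides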;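 further: Alexa488 bead fluorescence after subtracting the streptavidin-only scavenger bead signal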
# Target sequence (Q99759 whole entry, looked up): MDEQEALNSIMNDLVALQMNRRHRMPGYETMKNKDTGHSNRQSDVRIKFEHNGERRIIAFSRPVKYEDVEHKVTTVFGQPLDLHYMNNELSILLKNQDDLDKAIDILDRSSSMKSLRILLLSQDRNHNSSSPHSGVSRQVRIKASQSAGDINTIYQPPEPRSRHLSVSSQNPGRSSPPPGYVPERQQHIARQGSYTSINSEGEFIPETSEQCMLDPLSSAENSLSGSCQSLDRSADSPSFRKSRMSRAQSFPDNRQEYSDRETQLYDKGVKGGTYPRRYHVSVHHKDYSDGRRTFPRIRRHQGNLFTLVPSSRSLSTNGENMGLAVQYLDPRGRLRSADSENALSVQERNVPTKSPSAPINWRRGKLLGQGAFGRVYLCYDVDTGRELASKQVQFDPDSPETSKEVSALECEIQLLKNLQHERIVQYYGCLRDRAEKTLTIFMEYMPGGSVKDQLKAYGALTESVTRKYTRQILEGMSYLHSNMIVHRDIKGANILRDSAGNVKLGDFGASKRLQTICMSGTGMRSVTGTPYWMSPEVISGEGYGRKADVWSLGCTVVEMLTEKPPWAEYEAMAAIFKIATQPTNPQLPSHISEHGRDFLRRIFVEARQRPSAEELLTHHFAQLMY
# M18AAP inhibitor = PfM18AAP enzyme inhibition. recombinant PfM18AAP, H-Glu-NHMec fluorogenic cleavage. inhibition, % at 7.35 µM. hit rate 1.2% among 290,000. AID 1822;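 active means inhibition above the campaign mean inhibition over all tested compounds plus 3 SD, cut at about 28% in these data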;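 further: 0% = plate median of test compound wells and 100% = 2 mM ZnCl2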
# MEKK2 mut-MEK5 = signal of MEK5 binding to mutant human MEKK2 PB1 domain. AID 1530. percent response, % at 10 µM. hit rate 0.35% among 290,000. bead flow cytometry, Alexa488-MEK5 binding to MEKK2 mutant; in the data active means percent response above about 24%, passing the limit was not always enough; further: inactives centre near 1; some results filed as inactive read as strong as hits; reference of the scale not given here
# UBC9 SUMO inh = blocks human SUMOylation mediated by UBC9. HTRF SUMOylation assay, SAE1/SAE2 + UBC9, in vitro. inhibition, % at 35 µM. hit rate 0.36% among 290,000; in the data active means inhibition above about 50%, passing the limit was not always enough; further: strong numbers were not always called active
# Target sequence (P63279 whole entry, looked up): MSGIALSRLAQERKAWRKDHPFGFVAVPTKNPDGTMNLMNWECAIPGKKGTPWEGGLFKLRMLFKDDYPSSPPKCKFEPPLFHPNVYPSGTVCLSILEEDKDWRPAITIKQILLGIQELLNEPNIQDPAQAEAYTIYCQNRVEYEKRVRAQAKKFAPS
# NALP1 yeast inh = NALP1 inhibition; hit rate 0.61% among 280,000; AID 2071; S. cerevisiae NALP1/ASC/caspase-1 growth, X-gal OD620, 72 h; inhibition, % at 10 µM; in the data active means inhibition mostly above about 24%, no sharp cut-off; inactive means mostly below about 32%; further: some compounds called inactive have numbers as strong as hits
# pCIP destab = p/CIP protein destabilization. Q05BA5. F442A p/CIP-EGFP cells, EGFP fluorescence, 16 h. decrease of EGFP signal, % at 10 µM. hit rate 0.01% among 290,000. AID 1984;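 active means EGFP signal decrease of at least 30% at 10 µM or well 3 SD below plate mean, unless failing retest; inactive means the rest, including hits failing retest or dose response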; further: some compounds called inactive have numbers as strong as hits; many of its hits are not listed in these tables
# MEKK2 WT-MEK5 = raises or lowers MEK5 binding to wildtype human MEKK2 PB1 domain | Q9Y2U5 | bead flow cytometry, Alexa488-MEK5 binding to MEKK2 WT; actives lie on both sides | binding response (% of control), % at 10 µM | hit rate 1.1% among 290,000 | AID 1531; in the data active means binding response below about 67% or above about 130%
# An asterisk follows results filed as active; nt = no result given. An excerpt (hit frequency here may not be typical).
SMILES,IDE inh,IDE cell activ,MEKK3 PB1 HTS,M18AAP inhibitor,MEKK2 mut-MEK5,UBC9 SUMO inh,NALP1 yeast inh,pCIP destab,MEKK2 WT-MEK5
O=C(Nc1ncccn1)c1ccc([N+](=O)[O-])cc1,10,8,97,-1,-7,4,14,5,93
CCOC(=O)CNC(=O)/C=C/c1c(Cl)cccc1Cl,-3,-7,96,5,-3,-6,35,4,99
Cc1cccnc1Nc1nc(-c2ccc(O)c(O)c2)cs1,3,-4,109,79*,6,-3,6,3,103
COc1ccc(-c2csc(C)n2)cc1Br,4,2,106,-3,-1,-10,16,-2,107
COc1ccc(C(=O)NC(=S)NCC2CCCO2)cc1 (stereo not drawn),3,-2,99,2,0,-3,18,-1,101
CSC1=C(C#N)C(c2sccc2C)CC(=O)N1 (stereo not drawn),-2,7,98,-7,-2,-1,1,-10,98
CN1CCN(c2nc(-c3ccccc3)nc(-c3ccc(F)cc3)c2C#N)CC1,-2,4,97,2,3,4,18,-15,123
COc1cccc(C(=O)NCC(=O)n2nc(C)cc2C)c1,-2,4,102,0,2,10,3,-6,101
Cn1c(Cn2c(=O)sc3ccccc32)nnc1SCC(=O)N1CCCc2ccccc21,7,-2,82,0,-8,3,-1,-1,79
Cc1nn(-c2ccccc2)c(C)c1NC(=O)COC(=O)c1ccc(NC(=O)CC#N)cc1,2,0,96,13,-4,7,5,-19,97
COc1ccc(C(=O)Nc2cc(OC)cc(OC)c2)cc1,-1,2,98,6,-1,-23,18,4,102
COc1ccc(N2CCN(C(=O)c3ccc(-n4nc(C)cc4C)cc3)CC2)cc1,7,2,98,6,0,14,16,-6,99
CC(C)c1ccc(OCC(O)Cn2cnc3ccccc32)cc1 (stereo not drawn),-6,5,97,0,7,-22,3,-6,104
O=c1oc2ccccc2c(O)c1Cc1cc(Cl)c2cccnc2c1O,0,8,97,-10,-3,-3,-6,-1,94
O=C(CCCN1C(=O)CCC1=O)Nc1ccc(Br)cc1F,3,9,102,-11,5,6,1,1,101
COc1ccc2[nH]c(=O)c(CN(CCc3ccccc3)Cc3nnnn3CC3CCCO3)cc2c1 (stereo not drawn),-3,0,104,-6,2,14,-10,-14,102
Cc1ccc2c(C)c(C(=O)NCc3ccc(S(N)(=O)=O)cc3)oc2c1,5,3,96,-3,3,12,16,-9,102
C=CCOc1ccccc1CNCc1ccc(F)cc1,6,-1,95,-10,-10,6,21,-4,98
Cc1cc(Cl)ccc1NC(=O)C1CCN(S(C)(=O)=O)CC1,1,5,101,6,5,7,17,4,103
CCN(CC)S(=O)(=O)c1cccc(C(=O)OCC(=O)Nc2ccc3c(c2)c2ccccc2n3CC)c1,-2,8,103,-7,2,10,26,-7,99
COc1cc(/C=C2/NC(=O)N(Cc3ccccc3F)C2=O)cc(OC)c1O,10,-17,102,19,5,-21,5,0,100
O=C(CSCc1ccccc1F)NCc1ccccc1,3,0,111,3,-1,11,-26,-2,103
Cc1ccc(C)c(NC(=O)CS(=O)(=O)c2cn(C)c3ccccc23)c1,7,-5,105,2,9,17,-3,-1,99
CC(C)N(Cc1nc(-c2ccc3c(c2)OCO3)no1)CC1CCC(=O)N1 (stereo not drawn),2,2,106,4,-5,4,-5,-4,101

# In a second layout: entries from further up
Molecule: COc1cc(/C=C2/NC(=O)N(Cc3ccccc3F)C2=O)cc(OC)c1O
  IDE inh: 10; IDE cell activ: -17; MEKK3 PB1 HTS: 102; M18AAP inhibitor: 19; MEKK2 mut-MEK5: 5; UBC9 SUMO inh: -21; NALP1 yeast inh: 5; pCIP destab: 0; MEKK2 WT-MEK5: 100

Molecule: O=C(CSCc1ccccc1F)NCc1ccccc1
  IDE inh: 3; IDE cell activ: 0; MEKK3 PB1 HTS: 111; M18AAP inhibitor: 3; MEKK2 mut-MEK5: -1; UBC9 SUMO inh: 11; NALP1 yeast inh: -26; pCIP destab: -2; MEKK2 WT-MEK5: 103

Molecule: Cc1ccc(C)c(NC(=O)CS(=O)(=O)c2cn(C)c3ccccc23)c1
  IDE inh: 7; IDE cell activ: -5; MEKK3 PB1 HTS: 105; M18AAP inhibitor: 2; MEKK2 mut-MEK5: 9; UBC9 SUMO inh: 17; NALP1 yeast inh: -3; pCIP destab: -1; MEKK2 WT-MEK5: 99

Molecule: CC(C)N(Cc1nc(-c2ccc3c(c2)OCO3)no1)CC1CCC(=O)N1 (stereo not drawn)
  IDE inh: 2; IDE cell activ: 2; MEKK3 PB1 HTS: 106; M18AAP inhibitor: 4; MEKK2 mut-MEK5: -5; UBC9 SUMO inh: 4; NALP1 yeast inh: -5; pCIP destab: -4; MEKK2 WT-MEK5: 101

# New compounds follow
SMILES,IDE inh,IDE cell activ,MEKK3 PB1 HTS,M18AAP inhibitor,MEKK2 mut-MEK5,UBC9 SUMO inh,NALP1 yeast inh,pCIP destab,MEKK2 WT-MEK5
CCC(C)[C@H](NC(=O)Nc1cccc(Cl)c1)C(=O)O (stereo partly drawn),1,2,98,-8,-2,7,4,-2,98
CNC(=O)CN(c1cc(C)ccc1C)S(C)(=O)=O,6,-4,95,-1,-4,17,13,-13,100
CCCCN(CCCNC(=O)C1CCN(S(=O)(=O)CC)CC1)c1ccccc1,-7,-2,103,0,4,-13,-32,-16,107
CCOC(=O)C1(CCc2ccccc2)CCN(C(=O)c2ccoc2)CC1,-1,7,102,-2,8,-2,-2,2,102
COc1ccc(NC(=O)CC(Cc2ccc(Cl)cc2)C(=O)O)cc1 (stereo not drawn),6,3,102,-1,-2,3,5,8,101
O=[N+]([O-])c1cc(/C=N/N2CCCCC2)ccc1Cl,3,2,102,-3,-4,-2,11,1,98
CCOc1ccc(CN(C)CC(=O)Nc2cccc3ccccc23)cc1OC,-3,12,92,-14,-5,2,2,4,97
CCn1c(SCC(=O)N2CCCC2)nnc1-c1ccc(N)cc1,8,-2,100,2,1,-8,-48,-20,105
COc1ccc(C(=O)Nc2ccccc2NC(=O)c2ccco2)c(OC)c1,0,1,114,2,-4,6,-11,-12,104
COc1ccc(C(=O)Nc2ccc3ccccc3c2)c(OC)c1,1,2,104,3,8,0,2,4,109
Cc1cccc(C(=O)OC2CCOC2=O)c1O (stereo not drawn),-1,6,102,-8,6,12,5,-29,104
O=S(=O)(NCc1cccnc1)c1ccc(Cl)c2ccccc12,2,-3,98,-6,-5,6,13,2,99
CC(C)c1ccc(NC(=O)c2cc(S(=O)(=O)N3CCCCC3)c[nH]2)cc1,0,7,103,-6,3,32,14,-4,102
O=C(O)c1cc2nc(-c3cccs3)cc(C(F)(F)F)n2n1,3,2,94,3,-3,38,8,-8,95
COc1ccc(-c2cnc(N)n2C)cc1,0,-7,98,1,-36,24,-5,-12,-8.0*
CCCn1c(=S)[nH]c2cc(C(=O)N3CCc4ccccc4C3)ccc2c1=O,-4,-2,100,6,-7,20,17,2,95
Cc1cc(C)c2sc(NC(=O)C3CC3)nc2c1,7,-6,101,3,-1,3,11,-1,100
CN1CCN(c2nc3cc(C(F)(F)F)ccc3n3cccc23)CC1,5,2,103,nt,4,nt,nt,nt,140*
COc1ccccc1Nc1c2ccccc2nc2ccccc12,0,0,104,-1,6,-24,32,-20,114
N#C/C(=C\c1ccc(C(=O)O)cc1)S(=O)(=O)c1cc(Br)ccc1Br,-4,-1,99,-11,0,-7,-23,16,96
Cc1cnc(C(=O)OCC(=O)C23CC4CC(CC(C4)C2)C3)cn1,5,6,101,5,4,16,14,2,107
COc1ccc(NC(=O)C2CC(c3c(F)cccc3Cl)=NO2)cc1OC (stereo not drawn),2,4,102,-6,12,17,0,-14,108
CCNc1nc2nonc2nc1NCC,-2,-1,107,1,4,19,-1,-5,103
COc1ccc(-c2nc(CS(=O)(=O)CC(=O)NCCc3ccccc3)c(C)o2)cc1,-4,3,105,-10,3,8,7,4,104
COc1ccc(NC(=O)c2ccco2)cc1S(=O)(=O)N1CCCCC1,-7,-3,97,-7,-7,1,12,2,93
Cn1c(CO)nc2cc(N)ccc21,0,5,88,39*,-2,10,13,11,90
CN(Cc1ccc(N(C)C)cc1)C(=O)c1cc2ccccc2o1,-2,-1,95,18,-7,-21,27,-10,95
O=C(CC(C(=O)O)c1cccc(Br)c1)c1ccc(Cl)cc1 (stereo not drawn),2,1,100,4,2,10,0,4,101
CCOC(=O)c1[nH]c(C)c(C(=O)Nc2ccc3c(c2)CCC3)c1C,1,1,106,-6,6,16,1,-9,108
O=S(=O)(NCc1ccccc1)c1ccc2c(c1)OCCO2,-1,-1,109,-4,4,10,32,4,107
O=C(O)COc1c(-c2ccccc2)oc2ccccc2c1=O,2,-2,101,5,1,14,5,-11,101
O=C(COC(=O)c1cc(=O)[nH]c2ccccc12)Nc1nc(-c2cccc(Br)c2)cs1,6,3,97,3,-1,6,20,12,96
O=C(Nc1ccccc1Cl)C1CCCN(c2ncnc3c2nc2n3CCCCC2)C1 (stereo not drawn),4,4,100,5,1,0,2,-13,102
O=C(NCC1CCCO1)c1c(O)c2ccccc2[nH]c1=O (stereo not drawn),-2,1,105,0,8,5,0,15,105
Cc1ccc(NC(=O)c2ccc(NC(=O)C3CCCCC3C(=O)O)cc2)cc1 (stereo not drawn),-1,-6,97,-9,5,12,-3,-4,102
CC(C)n1nnc2ccccc2c1=O,0,1,101,0,0,-8,4,-8,103
CN(C)S(=O)(=O)c1ccc(NC(=O)C2CC(=O)N(Cc3ccccc3)C2)cc1 (stereo not drawn),-3,2,97,-12,-7,-6,13,10,90
Cc1ccc(C2N(c3cccc(Cl)c3)C(=O)C3CCCN32)o1 (stereo not drawn),5,3,104,-9,1,4,11,-8,108
CCCCOC(=O)c1ccccc1N1C(=O)C2C3CCC(C3)C2C1=O (stereo not drawn),7,4,96,6,-2,-2,4,-7,99
CC1=NN(C(=O)c2ccc(Cn3nc(C)cc3C)o2)C(O)(C(F)(F)F)C1 (stereo not drawn),6,2,103,-11,4,21,-9,-8,105
c1ccc(CSc2nnc(-c3c[nH]c4ccccc34)o2)cc1,3,-3,102,7,-2,-31,24,-9,102
COc1ccc(NS(=O)(=O)c2ccc(OC)c(NC(=O)CCC3CCCC3)c2)cc1,-3,11,99,6,0,-8,30,-5,99
CO/C(N)=C(\C#N)N=Cc1ccccc1Cl,1,2,104,0,2,9,6,-11,102
Cc1ccsc1C(=O)NNC(=O)Nc1ccc(Cl)c(Cl)c1,-1,1,96,41*,1,10,-28,-5,95
CC(C)CCNC(=O)c1ccc(CS(=O)(=O)Cc2ccccc2F)o1,-2,-3,104,-2,4,-10,-3,-4,105
CC1=C(C(=O)OC(C)C)C(c2cncc(-c3ccc(F)cc3)c2)C(C#N)=C(N)O1 (stereo not drawn),-1,-1,98,-2,2,18,31,-4,102
N#Cc1c[nH]n2c(=O)c3c(nc12)CCC3,0,6,105,-4,-4,4,1,-19,103
O=C(COC(=O)/C=C/c1ccc([N+](=O)[O-])cc1)NCc1ccc2c(c1)OCO2,0,-1,86,11,-18,10,12,8,86
CC(=O)N1CCN(C(=O)c2ccc(C(=O)c3ccccc3)cc2)CC1,3,2,102,-8,2,7,18,-7,103
CCC1(C)SC(N)=NN1C(C)=O (stereo not drawn),2,5,94,-5,-8,18,3,-7,85
Cc1cc(C)cc(NC(=O)CSc2nc(N)c(NC(=O)c3ccc(Br)o3)c(=O)[nH]2)c1,-1,-6,104,-1,11,5,14,-1,109
Cc1c(CCO)c(=O)[nH]n1C(=O)c1ccc(F)cc1,4,1,104,0,9,4,-11,12,103
COc1ccccc1-n1ccnc1SCC(=O)NC1CCCC1,-10,8,98,4,0,14,9,2,102
CCSc1nnc(NS(=O)(=O)c2ccc(C)cc2)s1,3,1,97,7,-2,3,-1,2,97
N#Cc1cccc(NC(=O)c2ccccc2C(=O)O)c1,4,4,107,1,6,-4,14,-12,109
COc1ccc(OC)c(NC(=O)CSc2nc3ccccc3c(=O)n2CCNC(C)=O)c1,3,4,104,-1,1,8,8,-21,98
